CYP2C19 inh – blocks human cytochrome P450 2C19. P33261. CYP2C19 Supersomes, luciferin-H EGE luminescence, 30 min. inhibition, % at 5 µM. 21% of 96,000 active. AID 778;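 active means CYP2C19 inhibition above a set limit at 5 µM in the primary screen, cut at about 50% in these data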;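 further: plate controls were negative control wells for no effect and 2.5 mM tranylcypromine positive control for full effect; values of inactives mirror those of a sister screen read the other way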
Target sequence (P33261 whole entry, looked up): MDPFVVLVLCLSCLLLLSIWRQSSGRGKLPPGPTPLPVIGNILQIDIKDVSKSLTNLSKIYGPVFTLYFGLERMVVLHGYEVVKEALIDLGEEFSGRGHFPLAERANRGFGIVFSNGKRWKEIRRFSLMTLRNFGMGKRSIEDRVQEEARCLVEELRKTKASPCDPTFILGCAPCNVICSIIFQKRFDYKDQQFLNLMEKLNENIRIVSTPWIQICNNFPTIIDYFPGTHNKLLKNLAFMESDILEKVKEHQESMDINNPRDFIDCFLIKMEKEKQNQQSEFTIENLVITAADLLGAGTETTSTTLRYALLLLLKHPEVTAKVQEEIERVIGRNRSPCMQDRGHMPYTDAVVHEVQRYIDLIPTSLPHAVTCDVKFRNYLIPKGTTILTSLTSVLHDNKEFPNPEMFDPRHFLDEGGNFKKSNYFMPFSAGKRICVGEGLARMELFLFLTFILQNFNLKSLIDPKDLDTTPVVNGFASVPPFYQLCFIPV
CYP2C19 activ – increases human CYP2C19 enzyme activity; P33261; recombinant CYP2C19, luciferin-H EGE luminescence; stronger effect = higher value; 0 = fully inhibited enzyme, 1 = untreated enzyme; activation factor at 5 µM; 96,000 tested, under 10 active; AID 1025;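 active means activation factor of at least 2 at 5 µM in the primary screen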;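 further: 0 = wells with 2.5 mM tranylcypromine and 1 = vehicle-only wells; values of inactives mirror those of a sister screen read the other way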
Lung fibro prol – blocks proliferation of human lung fibroblasts; LL 47 human lung fibroblast viability, ATP luminescence; stronger effect = lower value; AID 719; viability, % at 10 µM; 1.1% of 85,000 active;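 active means viability at or below 50% in the single dose screen; inactive means viability above 50%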;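 further: compound exposure lasted 72 h before the ATP readout; 100% = median luminescence of untreated cell-only wells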
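test system = LL 47 human lung fibroblasts | amount = 1,150 fibroblasts seeded per well | medium = 15% FBS in IMEM | times = overnight cell rest, 72 h compound treatment at 37 °C | measured by = CellTiter-Glo luminescence measuring cellular ATP | read-out = viability percentage against median untreated-cell control | benchmarks = cell-only wells, no compound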
HUVEC inhibit – human endothelial cell proliferation inhibition. HUVEC proliferation, CellTiter-Glo luminescence, 72 h; stronger effect = lower value. viability, % at 10 µM (by protocol). 1.1% of 86,000 active. AID 648;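 active means viability at or below 30%; inactive means viability above 30%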;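 further: 100% = median luminescence of DMSO-only cell control wells on each plate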
ERa coact inh – blocks coactivator binding to human estrogen receptor alpha; P03372; TR-FRET ER-alpha LBD / SRC-1 peptide, estradiol-bound; inhibition, % at 25.6 µM; 1.7% of 86,000 active; in the data active means inhibition above about 50%;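 further: 0% = receptor plus peptide control and 100% = peptide only without receptor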
Target sequence (P03372 whole entry, looked up, the tested form may be a part): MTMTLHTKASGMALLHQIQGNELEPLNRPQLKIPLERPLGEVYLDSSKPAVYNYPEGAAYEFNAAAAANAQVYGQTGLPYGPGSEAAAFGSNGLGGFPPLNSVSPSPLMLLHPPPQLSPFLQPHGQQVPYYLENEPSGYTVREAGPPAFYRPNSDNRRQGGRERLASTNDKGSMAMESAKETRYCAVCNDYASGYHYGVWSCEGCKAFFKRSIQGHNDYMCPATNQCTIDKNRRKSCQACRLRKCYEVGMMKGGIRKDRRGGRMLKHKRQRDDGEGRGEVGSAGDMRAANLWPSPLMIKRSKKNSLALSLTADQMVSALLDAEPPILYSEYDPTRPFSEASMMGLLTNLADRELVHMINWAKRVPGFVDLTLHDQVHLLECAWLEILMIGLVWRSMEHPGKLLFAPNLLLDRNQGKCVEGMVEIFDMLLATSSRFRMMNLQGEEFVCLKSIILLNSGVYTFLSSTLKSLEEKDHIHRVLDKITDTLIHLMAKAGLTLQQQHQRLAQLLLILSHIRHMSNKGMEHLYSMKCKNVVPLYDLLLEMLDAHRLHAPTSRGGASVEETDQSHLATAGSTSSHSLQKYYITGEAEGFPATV
H69AR growth 86K – growth inhibitors of human H69AR lung tumor cells | H69AR lung tumor viability, ATP luminescence, 72 h; stronger effect = lower value | viability, % at 10 µM | 6% of 85,000 active | AID 598;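 active means viability at or below 40%; inactive means viability above 40%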;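 further: multidrug resistant small cell line overexpressing MRP-1 efflux transporter; 100% = mean luminescence of untreated control wells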
Mac1 fbg inh – inhibitors of human CD11b/CD18 binding to fibrinogen | K562 CD11b/CD18 adhesion to fibrinogen, ATPlite luminescence; Mn2+ added to activate the integrin | inhibition, % at 10 µM | 0.54% of 93,000 active;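 active means primary inhibition of 50% or more at 10 µM, then 40% or more on retest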; further: some results filed as inactive read as strong as hits
ERa coact pot – enhances coactivator binding to human estrogen receptor alpha; P03372; TR-FRET ERalpha-LBD/SRC-Cy5 coactivator binding, 2 h; 100 = basal binding, no effect; coactivator binding (% of control), % at 25.6 µM; 1.3% of 86,000 active; AID 639; in the data active means activity above about 200%;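 further: binding measured in presence of low estradiol as agonist stimulus; 0% = peptide alone without receptor and 100% = receptor with peptide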
CD11b adhes enh – enhancers of human CD11b/CD18 binding to fibrinogen. activation, % at 10 µM. 0.07% of 93,000 active. K562 CD11b/CD18 adhesion to fibrinogen, ATPlite luminescence. AID 1499;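 active means 10 µM primary screen giving 50% or more activity, confirmed by 40% or more on retest at that dose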; further: strong numbers were not always called active
Active calls of the source: *; [ ] = remark or other dose. Rows are unselected, and some 26% of all compounds hit somewhere here.

`Cc1nn(Cc2ccc(Cl)cc2Cl)c(C)c1NC(=O)c1sc2ccccc2c1Cl` gave CYP2C19 inh 2, CYP2C19 activ 1, Mac1 fbg inh -14 and CD11b adhes enh 31.
`CC(Oc1ccc(Cl)cc1Cl)C(=O)NCCCn1ccnc1` (stereo not drawn) gave CYP2C19 inh 100*, CYP2C19 activ 0, Lung fibro prol 91, HUVEC inhibit 94, ERa coact inh -10, H69AR growth 86K 88, Mac1 fbg inh -6, ERa coact pot 112 and CD11b adhes enh 4.
For O=C(COC(=O)c1ccccn1)Nc1ncc(C(F)(F)F)cc1Cl the results were CYP2C19 inh 35, CYP2C19 activ 0.7, Lung fibro prol 97, HUVEC inhibit 89, ERa coact inh 8[fluorescence artefact?], H69AR growth 86K 89, Mac1 fbg inh -4, ERa coact pot 83 and CD11b adhes enh -2.
Screening CCCCn1c(NCCN(C)C)nc2c1c(=O)[nH]c(=O)n2C returned CYP2C19 inh -15, CYP2C19 activ 1.1, Lung fibro prol 98, HUVEC inhibit 102, ERa coact inh 5, H69AR growth 86K 98, Mac1 fbg inh 10, ERa coact pot 108[fluorescence artefact?] and CD11b adhes enh 0.
Screening Nc1nc(N)nc(-c2ccc(Oc3ccccc3)cc2)n1 returned CYP2C19 inh 34, CYP2C19 activ 0.7, Lung fibro prol 96, HUVEC inhibit 84, ERa coact inh -8, H69AR growth 86K 56, Mac1 fbg inh 8, ERa coact pot 95 and CD11b adhes enh 2.
Screening O=C(Nc1cccc2ccccc12)C12CC3CC(C1)CC(n1cnc([N+](=O)[O-])n1)(C3)C2 returned CYP2C19 inh 6, CYP2C19 activ 0.9, Mac1 fbg inh -2 and CD11b adhes enh -5.
CC(C)OC(=O)C1C(=O)CC(C)(O)C(C(=O)OC(C)C)C1c1cccc(O)c1 (stereo not drawn) was read as CYP2C19 inh 50, CYP2C19 activ 0.5, Lung fibro prol 99, HUVEC inhibit 96, ERa coact inh 0, H69AR growth 86K 87, Mac1 fbg inh -17, ERa coact pot 124 and CD11b adhes enh 1.
Screening COc1ccc(C(C#N)Nc2ccccc2OC)cc1 (stereo not drawn) returned CYP2C19 inh 22, CYP2C19 activ 0.8, Lung fibro prol 100, HUVEC inhibit 100, ERa coact inh 0, H69AR growth 86K 106, Mac1 fbg inh 4, ERa coact pot 102 and CD11b adhes enh -4.
Screening COc1cc(OC)c(N2CC34C=CC(O3)C(C(=O)O)C4C2=O)cc1Cl (stereo not drawn) returned CYP2C19 inh -4, CYP2C19 activ 1, Lung fibro prol 109, HUVEC inhibit 114, ERa coact inh 2, H69AR growth 86K 97, Mac1 fbg inh -20, ERa coact pot 110[fluorescence artefact?] and CD11b adhes enh 1.
For CC1CCN(CCCNC(=O)C2CC(=O)N(C3CCCCCC3)C2)CC1 (stereo not drawn) the results were CYP2C19 inh 8, CYP2C19 activ 0.9, Lung fibro prol 94, HUVEC inhibit 90, ERa coact inh -7, H69AR growth 86K 89 and ERa coact pot 132.

Part of the list above in order of count of non-hydrogen atoms, falling:
`Cc1nn(Cc2ccc(Cl)cc2Cl)c(C)c1NC(=O)c1sc2ccccc2c1Cl` gave CYP2C19 inh 2, CYP2C19 activ 1, Mac1 fbg inh -14 and CD11b adhes enh 31.
For CC1CCN(CCCNC(=O)C2CC(=O)N(C3CCCCCC3)C2)CC1 (stereo not drawn) the results were CYP2C19 inh 8, CYP2C19 activ 0.9, Lung fibro prol 94, HUVEC inhibit 90, ERa coact inh -7, H69AR growth 86K 89 and ERa coact pot 132.
Screening COc1ccc(C(C#N)Nc2ccccc2OC)cc1 (stereo not drawn) returned CYP2C19 inh 22, CYP2C19 activ 0.8, Lung fibro prol 100, HUVEC inhibit 100, ERa coact inh 0, H69AR growth 86K 106, Mac1 fbg inh 4, ERa coact pot 102 and CD11b adhes enh -4.

Following part.
CCCCc1c(C)c(C#N)c2nc3ccccc3n2c1Nc1c(C)n(C)n(-c2ccccc2)c1=O was read as CYP2C19 inh 8, CYP2C19 activ 0.9, Lung fibro prol 96, HUVEC inhibit 81, ERa coact inh 8, H69AR growth 86K 65 and ERa coact pot 86[fluorescence artefact?].
CS(=O)(=O)N1CCC(C(=O)NCc2ccncc2)CC1 was read as CYP2C19 inh 16, CYP2C19 activ 0.8, Lung fibro prol 98, HUVEC inhibit 93, ERa coact inh -6, Mac1 fbg inh 7, ERa coact pot 112 and CD11b adhes enh -2.
CC(C)Nc1c(N)c(=O)oc2ccccc12 was read as CYP2C19 inh 36, CYP2C19 activ 0.6, Lung fibro prol 96, HUVEC inhibit 93, ERa coact inh 1, H69AR growth 86K 86, Mac1 fbg inh -1, ERa coact pot 103 and CD11b adhes enh -6.
`Fc1ccccc1CSc1nnc(-c2cccs2)o1` gave CYP2C19 inh 85*, CYP2C19 activ 0.1, Lung fibro prol 98, HUVEC inhibit 88, ERa coact inh 7, H69AR growth 86K 94, Mac1 fbg inh -17, ERa coact pot 105 and CD11b adhes enh 2.
CNc1c([N+](=O)[O-])ncn1C was read as CYP2C19 inh 7, CYP2C19 activ 0.9, Lung fibro prol 100, HUVEC inhibit 113, ERa coact inh -1, H69AR growth 86K 99, Mac1 fbg inh -2, ERa coact pot 96 and CD11b adhes enh -1.
`C=CCOc1ccc(/C(O)=C2/C(=O)C(=O)N(CCCN3CCOCC3)C2c2ccc(OC)cc2)cc1` (stereo not drawn) gave Lung fibro prol 92, HUVEC inhibit 90, ERa coact inh 8, H69AR growth 86K 92 and ERa coact pot 108.
Screening Cc1ccc(/C=C(/C#N)C(=O)NC(=O)Oc2ccccc2)cc1 returned CYP2C19 inh -18, CYP2C19 activ 1.2, Lung fibro prol 99, HUVEC inhibit 101, ERa coact inh 2, H69AR growth 86K 95, Mac1 fbg inh 19, ERa coact pot 103 and CD11b adhes enh -5.
COc1ccc(NC(=O)CN2c3cccc4cccc(c34)S2(=O)=O)c(OC)c1 was read as CYP2C19 inh 91*, CYP2C19 activ 0.1, Lung fibro prol 99, HUVEC inhibit 96, ERa coact inh -1, H69AR growth 86K 82, Mac1 fbg inh -11, ERa coact pot 99 and CD11b adhes enh 19.
Cc1ccc2c(CC(=O)NCc3ccc4c(c3)OCO4)coc2c1 was read as CYP2C19 inh 52*, CYP2C19 activ 0.5, Lung fibro prol 102, HUVEC inhibit 102, ERa coact inh 5, H69AR growth 86K 94, Mac1 fbg inh -10, ERa coact pot 91[fluorescence artefact?] and CD11b adhes enh -2.
COc1ccc(Cn2c(=O)[nH]c3cc(C(=O)N4CCN(Cc5ccccc5)CC4)ccc3c2=O)cc1 was read as CYP2C19 inh 64*, CYP2C19 activ 0.4, Lung fibro prol 84, HUVEC inhibit 76, ERa coact inh 8, H69AR growth 86K 80, Mac1 fbg inh 47, ERa coact pot 105 and CD11b adhes enh -2.
Screening Cc1ccc(NS(=O)(=O)c2ccc(NC(=O)c3ccc(Br)o3)cc2)c(C)c1 returned CYP2C19 inh 8, CYP2C19 activ 0.9, Lung fibro prol 98, HUVEC inhibit 69, ERa coact inh 0, H69AR growth 86K 74, Mac1 fbg inh 76, ERa coact pot 127 and CD11b adhes enh -6.
CCOc1ccc(NC(=O)CSc2nnc(-c3ccccc3Cl)n2Cc2ccco2)cc1 was read as CYP2C19 inh 86*, CYP2C19 activ 0.1, Lung fibro prol 95, HUVEC inhibit 95, ERa coact inh 7[fluorescence artefact?], H69AR growth 86K 80, Mac1 fbg inh 6, ERa coact pot 97 and CD11b adhes enh 6.
For Cc1ccc(NC(=O)c2ccccc2CCc2ccccc2)c(C)c1 the results were CYP2C19 inh 22, CYP2C19 activ 0.8, Mac1 fbg inh -2 and CD11b adhes enh -1.
`CC1CCN(C(=S)c2ccc(O)cc2)CC1` gave CYP2C19 inh 45, CYP2C19 activ 0.5, Lung fibro prol 102, HUVEC inhibit 101, ERa coact inh -7, H69AR growth 86K 99 and ERa coact pot 76.
`O=S(=O)(Nc1nc2ccc(S(=O)(=O)N3CCCCC3)cc2s1)c1ccccc1` gave CYP2C19 inh 10, CYP2C19 activ 0.9, Lung fibro prol 87, HUVEC inhibit 71, ERa coact inh -2, H69AR growth 86K 98, Mac1 fbg inh 9, ERa coact pot 101[fluorescence artefact?] and CD11b adhes enh 2.
For O=C(CCS(=O)(=O)c1cccc2nonc12)N1CCOCC1 the results were CYP2C19 inh 4, CYP2C19 activ 1, Lung fibro prol 104, HUVEC inhibit 92, ERa coact inh -22, H69AR growth 86K 109, Mac1 fbg inh -20, ERa coact pot 101 and CD11b adhes enh 1.
Screening Cc1ccc(Nc2nc(N3CCOCC3)c3ccccc3n2)cc1 returned CYP2C19 inh 42, CYP2C19 activ 0.6, Lung fibro prol 93, HUVEC inhibit 104, ERa coact inh 4, H69AR growth 86K 65, Mac1 fbg inh -8, ERa coact pot 90 and CD11b adhes enh 1.
`CSC1=NCCN1C(=O)c1cccs1` gave CYP2C19 inh -11, CYP2C19 activ 1.1, Lung fibro prol 100, HUVEC inhibit 106, ERa coact inh -3, H69AR growth 86K 84, Mac1 fbg inh 3, ERa coact pot 113 and CD11b adhes enh -4.
`CC(=O)C1=C(O)C(=O)N(Cc2cccnc2)C1c1ccc(Cl)cc1Cl` (stereo not drawn) gave Lung fibro prol 105, HUVEC inhibit 100, ERa coact inh -7, H69AR growth 86K 95 and ERa coact pot 119.
CCOc1ccc(OCC)c(NC(=O)CCn2cccc2)c1 was read as CYP2C19 inh 22, CYP2C19 activ 0.8, Lung fibro prol 93, HUVEC inhibit 98, ERa coact inh -48[fluorescence artefact?], H69AR growth 86K 82, Mac1 fbg inh 2, ERa coact pot 101 and CD11b adhes enh -2.
COCCN1C(=O)C(=O)/C(=C(/O)c2cccc(OC)c2)C1c1ccncc1 (stereo not drawn) was read as CYP2C19 inh -6, CYP2C19 activ 1.1, Mac1 fbg inh 6 and CD11b adhes enh -1.
`CCn1c(SCC(=O)Nc2cc(C)on2)nnc1-c1cccs1` gave CYP2C19 inh 83*, CYP2C19 activ 0.2, Lung fibro prol 100, HUVEC inhibit 112, ERa coact inh 0, H69AR growth 86K 106, Mac1 fbg inh -4, ERa coact pot 95 and CD11b adhes enh 0.
For Cc1ccc(C(=O)NC2CCCc3ccccc32)o1 (stereo not drawn) the results were CYP2C19 inh 34, CYP2C19 activ 0.7, Lung fibro prol 105, HUVEC inhibit 86, ERa coact inh -3, H69AR growth 86K 96, Mac1 fbg inh -22, ERa coact pot 116 and CD11b adhes enh -3.
For CCC(C)c1ccc(OCCN2CCCC2)cc1 (stereo not drawn) the results were CYP2C19 inh -2, CYP2C19 activ 1, Lung fibro prol 94, HUVEC inhibit 86, ERa coact inh -3, H69AR growth 86K 81, Mac1 fbg inh 8, ERa coact pot 96 and CD11b adhes enh -1.
Screening O=[N+]([O-])c1ccc(N2N=C(c3ccco3)CC2c2ccccc2)cc1 (stereo not drawn) returned CYP2C19 inh 22, CYP2C19 activ 0.8, Mac1 fbg inh 13 and CD11b adhes enh 14.
Screening COc1ccc(C)cc1S(=O)(=O)N(C)CC(=O)NC1CC1 returned CYP2C19 inh 3, CYP2C19 activ 1, ERa coact inh 7[fluorescence artefact?], Mac1 fbg inh -1, ERa coact pot 107 and CD11b adhes enh -1.

Screens deposited in PubChem BioAssay by several laboratories.
